Rab9 prom act = Rab9 promoter activation | Huh7 Rab9 promoter-luciferase reporter, luminescence, 24 h | Potency, µM (series often up to 9.22 µM), inactives show at the top dose activation, negative = inhibition, usual class: activators | actives 2.8% (n = 320,000) | AID 485297; also: % of control where 0% means no effect; nearly all actives have a fitted effect of over 60% in size
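Huh7 cells stably carrying Rab9 promoter–luciferase reporter, plated 1500 cells/well, compound added after 2 h and incubated 24 h at 37 °C; luciferase luminescence then read after 10 min with detection reagent.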
MBNL1 CUG block = MBNL1-poly(CUG) RNA binding inhibition | Q9NR56 | TR-FRET MBNL1-His/biotin-(CUG)12 binding, 665/545 ratio | Potency, µM (top dose mostly 57.5 µM), for inactives: at the top dose activity change, negative = inhibition, most hits filed as inhibitors | actives 0.036% (n = 280,000); active = well fitted inhibition curve with a large enough effect in the signal ratio, with a control signal flat, not every such curve was filed as active; inconclusive = small, poorly fitted or top-dose-only effect, or effect the other way, or a change in a side signal; inactive = no such curve, though single readings can be large or run the other way; the % refers to the signal ratio; also: % is scaled to controls: 0 for no effect and ±100 for the full control effect
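His-tagged MBNL1 binding to biotinylated (CUG)12 RNA was measured by TR-FRET using terbium anti-His antibody (0.055 ng/ul final) and streptavidin-XL665 (5 nM final). Compounds were titrated 92 nM to 58 uM; 60 min at room temperature.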
FLuc modulator = counter-screen for miR-21 project: firefly luciferase inhibitors or activators; purified FLuc, Km substrates, luminescence inhibition; Potency, µM (titrated, usually from 57.5 µM), for inactives: top-dose activity change, negative = inhibition, usual class: inhibitors; actives 6.9% (n = 360,000); AID 588342;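 also: plate controls were vehicle for no effect and reference inhibitor for full effect; nearly all actives have a fitted effect of over 55% in size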
Target sequence (P08659 whole entry, looked up): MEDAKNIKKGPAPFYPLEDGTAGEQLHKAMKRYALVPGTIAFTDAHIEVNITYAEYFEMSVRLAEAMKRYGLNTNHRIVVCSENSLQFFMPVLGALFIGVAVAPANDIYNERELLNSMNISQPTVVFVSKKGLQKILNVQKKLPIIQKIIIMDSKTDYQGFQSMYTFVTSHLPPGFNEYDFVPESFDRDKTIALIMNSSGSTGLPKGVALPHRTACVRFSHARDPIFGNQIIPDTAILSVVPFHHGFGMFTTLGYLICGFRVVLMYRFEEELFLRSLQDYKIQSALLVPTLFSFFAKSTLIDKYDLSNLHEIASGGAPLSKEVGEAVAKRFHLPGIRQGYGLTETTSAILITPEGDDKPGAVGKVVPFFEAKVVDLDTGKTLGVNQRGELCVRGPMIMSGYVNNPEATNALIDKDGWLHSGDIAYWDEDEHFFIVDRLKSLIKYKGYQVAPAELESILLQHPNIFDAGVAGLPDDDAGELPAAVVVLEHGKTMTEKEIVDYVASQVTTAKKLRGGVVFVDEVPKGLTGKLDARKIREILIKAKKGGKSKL
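Biochemical qHTS of compounds, final roughly 60 µM downward over six points, against 10 nM purified firefly luciferase using Km concentrations of substrates (10 uM D-luciferin, 10 uM ATP) in Tris acetate pH 7.5 buffer; luminescence output.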
BRCA1 expr up = activators of BRCA1 expression | MCF7-BRCA1-FFLuc reporter, luminescence, 48 h; response scale: scaled: vehicle 0%, 10 µM genistein 100% | Potency, µM (doses to about 46.1 µM), inactives show at the top dose activation, actives largely listed as activators | actives 1.1% (n = 380,000) | AID 624202; also: nearly all actives have a fitted effect of over 80% in size; some results filed as inactive show a strong effect at the top dose
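First, MCF7-BRCA1-FFLuc cells (2000/well) attach for 2 h; next, compounds are pin-added and incubated 48 h at 37 °C; finally, luciferase reagent is added and luminescence read after 15 min.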
p53 reactivator = re-activators of mutant p53 | Potency, µM (highest dose often 92.2 µM), for the others: at the top dose activity change, positive = activation, actives largely listed as activators | H1299 p53-A138V BP100-luciferase reporter, luminescence, 24 h | actives 0.063% (n = 320,000) | AID 504706; also: % of control where 0% means no effect; nearly all actives have a fitted effect of over 45% in size
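p53-null H1299 cells stably carrying temperature-sensitive p53-A138V and a BP100-luciferase reporter were pinned with compounds (4-point, 1:5 series) and held 24 hrs at 37 deg C. Luminescence was read 10 min after detection reagent.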
Gal4-VP16 FLuc = inhibits Gal4-VP16 luciferase reporter, ROR gamma counter-screen | Drosophila S2 Gal4-VP16 UAS-luciferase, luminescence, 20 h | Potency, µM (top dose mostly 53.6 µM), for inactives: at the highest dose activity, negative = inhibition, hits mostly inhibitors | actives 3.5% (n = 310,000) | AID 2546;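 also: Gal4-VP16 expression switched on by copper sulfate through the metallothionein promoter; % is scaled to controls: 0 for no effect and ±100 for the full control effect; nearly all actives have a fitted effect of over 50% in size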
ELG1 genotox = genotoxicity induction in ELG1-luciferase HEK293T cells; HEK293T ELG1-luciferase reporter, luminescence, 16 h; actives 1.3% (n = 330,000); Potency, µM (series often up to 46 µM), for the others: at the highest dose activity change, positive = activation, actives largely listed as activators; AID 504466; also: % of control where 0% means no effect; nearly all actives have a fitted effect of over 60% in size
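Luminescence read-out: rising ELG1-luciferase signal, reflecting elevated ELG1 protein under genetic stress, flags genotoxic compounds. Cells were treated for 16 hr at 37 °C before ONE-Glo detection.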
NPC1 prom act = activators of NPC1 promoter. Huh7 NPC1 promoter luciferase reporter, 24 h. Potency, µM (top dose mostly 9.22 µM), inactives show at the highest dose activation, usual class: activators. actives 2.4% (n = 320,000);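 also: % of control where 0% means no effect; nearly all actives have a fitted effect of over 60% in size; reporter is driven by a mutant NPC1 promoter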
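Cells: Huh7 expressing luciferase under the NPC1 promoter, 1500/well. Seeded 2 h, compound added, incubated 24 h at 37 °C. Luciferase reagent, 10 min ambient, then luminescence.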
RORg inh = inhibitors of mouse ROR gamma transcriptional activity. P51450. Drosophila S2 Gal4-RORgamma UAS-luciferase reporter, 20 h. Potency, µM (highest dose often 53.6 µM), for the others: top-dose activity change, negative = inhibition, hits mostly inhibitors. actives 5.4% (n = 310,000). AID 2551; also: % is scaled to controls: 0 for no effect and ±100 for the full control effect; nearly all actives have a fitted effect of over 60% in size
Target sequence (P51450 whole entry, looked up, the tested form may be a part): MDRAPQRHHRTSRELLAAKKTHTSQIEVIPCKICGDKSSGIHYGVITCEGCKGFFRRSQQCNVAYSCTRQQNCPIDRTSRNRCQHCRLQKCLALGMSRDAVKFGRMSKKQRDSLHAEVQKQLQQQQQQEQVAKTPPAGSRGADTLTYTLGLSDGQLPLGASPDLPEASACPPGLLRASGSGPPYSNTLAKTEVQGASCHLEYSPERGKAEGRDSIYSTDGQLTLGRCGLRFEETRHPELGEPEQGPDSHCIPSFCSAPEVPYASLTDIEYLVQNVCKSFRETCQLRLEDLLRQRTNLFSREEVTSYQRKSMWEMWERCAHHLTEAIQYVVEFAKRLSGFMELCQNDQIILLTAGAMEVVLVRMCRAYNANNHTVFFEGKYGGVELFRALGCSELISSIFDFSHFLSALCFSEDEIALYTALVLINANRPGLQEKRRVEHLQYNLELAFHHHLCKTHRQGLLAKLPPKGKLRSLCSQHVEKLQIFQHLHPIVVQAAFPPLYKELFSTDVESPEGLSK
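Schneider cells (Drosophila), stable Gal4 DBD–ROR gamma + UAS-luc; 1 hr cmpd preincubation; Cu2+ induction 700 uM final; 20 hr ambient; luminescence.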
uPA surface inh = cell surface uPA generation inhibition | cell surface uPA generation assay, qHTS | Potency, µM (top dose mostly 38.3 µM), for the others: top-dose activity change, negative = inhibition, most hits filed as inhibitors | actives 0.31% (n = 330,000) | AID 540303; active = well fitted inhibition curve with a large enough effect; inconclusive = small, poorly fitted or top-dose-only effect; inactive = no such curve, though single readings can be large or run the other way; tested in mouse RAW 264.7 cells; also: % is scaled to controls: 0 for no effect and ±100 for the full control effect; nearly all actives have a fitted effect of over 55% in size
Active calls of the source: *; ? = inconclusive; . = not tested or not shown; [ ] = remark or other dose. Unless noted, calls follow the shape of the dose curve; as a rule, active = well fitted curve in the direction sought with a large enough effect; inconclusive = small, poorly fitted or top-dose-only effect, or another doubt; inactive = no such curve, though single readings can be large; an effect the other way counts as inactive or inconclusive. Potency is read from the fitted curve at half-maximal effect.

SMILES | FLuc modulator | MBNL1 CUG block | p53 reactivator | Rab9 prom act | RORg inh | NPC1 prom act | uPA surface inh | Gal4-VP16 FLuc | ELG1 genotox | BRCA1 expr up
O=C(O)CCC(=O)Nc1ccc(F)cc1 | -0.3% | -7.1% | 0.0% | -13.9% | -20.3% | 0.9% | 4.2% | 4.6% | 2.1% | 3.7%
Cc1c(NC(=O)C(c2ccccc2)c2ccccc2)cccc1C(=O)O | -6.4% | 7.8% | 9.5% | 22.8% | 4.6% | 18.3% | 2.6% | -15.2% | 14.1% | 57.1%
COc1ccccc1C(=O)NCCC(=O)N1CCN(C(=O)c2ccco2)CC1 | 2.2% | . | -1.0% | -1.3% | . | -1.8% | 3.0% | . | 1.4% | -5.1%
Cc1nc(C(C)N(C)Cc2nc(Cc3ccccc3F)no2)c(C)s1 (stereo unspecified) | 5.7% | -4.6% | -0.6% | -2.2% | -22.4% | -2.7% | 0.3% | 4.0% | -3.0% | 2.2%
O=C(c1ccc(F)cc1)N1CCCC(c2nc(-c3ccncc3)no2)C1 (stereo unspecified) | 0.4% | . | 0.1% | -4.3% | . | -0.1% | 5.5% | . | -8.5% | -22.8%
COc1ccc(C2NC(=O)c3sc4nc(C)c(C(C)=O)c(-c5ccc(Cl)cc5)c4c3N2)cc1 (stereo unspecified) | 4.8% | 10.3% | -2.5% | -3.5% | -33.1% | 3.2% | 4.8% | -20.3% | 4.2% | -39.4%
COc1ccc(OC)c(C2C3=C(CC(C)(C)CC3=O)Nc3nnnn32)c1 (stereo unspecified) | -2.5% | 0.2% | -4.8% | -10.8% | 28.4% | -1.9% | -10.3% | 0.4% | -0.5% | 14.4%
O=C(NCCc1ccccc1F)C1CCC(=O)N(CCCN2CCCC2=O)C1 (stereo unspecified) | -0.3% | -5.6% | . | 1.2% | 4.0% | -0.5% | -1.3% | 13.1% | 2.9% | -7.7%

Sorted by value in BRCA1 expr up (largest number first): some entries from above.
Structure,BRCA1 expr up
COc1ccc(OC)c(C2C3=C(CC(C)(C)CC3=O)Nc3nnnn32)c1 (stereo unspecified),14.4%
O=C(NCCc1ccccc1F)C1CCC(=O)N(CCCN2CCCC2=O)C1 (stereo unspecified),-7.7%
O=C(c1ccc(F)cc1)N1CCCC(c2nc(-c3ccncc3)no2)C1 (stereo unspecified),-22.8%

Continued.
SMILES | FLuc modulator | MBNL1 CUG block | p53 reactivator | Rab9 prom act | RORg inh | NPC1 prom act | uPA surface inh | Gal4-VP16 FLuc | ELG1 genotox | BRCA1 expr up
CCC1CCCCN1C(=O)CSc1nnc(-c2ccc(Cl)s2)o1 (stereo unspecified) | ? | 51.2%[activator] | 29.1% | 13.3% | -19.4% | 25.2% | 0.4% | 0.1% | 27.3% | 68.8%
CCOC(=O)c1sc(Nc2ccc(F)cc2)nc1C | -1.1% | 15.5% | 5.8% | 14.0% | -34.7% | 1.8% | -3.2% | 8.5%[10 µM] | 8.5% | 33.2%
CCC(C)NC(=O)C1CCN(S(=O)(=O)c2cccc3cccnc23)CC1 (stereo unspecified) | 2.3% | 7.6% | -3.5% | -13.3% | 4.5% | 3.3% | -5.1% | -0.3% | -1.4% | 0.6%
CCOc1cc(/C=N/NC(=O)CCc2n[nH]c(=O)[nH]c2=O)ccc1O | -6.9% | 18.3% | 1.4% | -4.8% | 37.8% | -7.3% | 0.8% | 3.2% | -3.6% | 2.9%
O=[N+]([O-])c1ccc(-c2cnc(SCc3ccccc3Cl)[nH]2)cc1 | ? | ? | ? | 18.9% | ? | 15.0% | 14.4% | -3.2% | -7.2% | 27.9%
Cc1nnc(SCCC(C)C)[nH]c1=O | -16.9% | -6.0% | 6.0% | -5.7% | 29.9% | -1.0% | -0.8% | -2.4% | 0.0% | 0.0%
CS(=O)(=O)c1ccc(Cl)c(NC(=O)CCN2C(=O)NC3(CCCC3)C2=O)c1 | . | . | 0.8% | . | . | . | 5.9% | . | 2.3% | 2.8%
Cc1ccc(-n2c(=O)[nH]cc(C(=O)N3CCc4ccccc43)c2=O)cc1C | 1.7% | ? | 0.7% | -10.0% | 23.6% | 0.2% | 1.5% | -1.0% | -3.1% | -4.0%
CC(C)(C)c1ccc(C(=O)NCCOc2ccccc2F)cc1 | 0.269µM* | -7.3% | 1.0% | ? | 7.08µM* | 16.1% | -5.0% | 6.31µM* | 0.731µM* | -69.1%[inhibitor]
Cc1ccccc1N(CC(=O)NCc1ccco1)C(=O)CCC(=O)Nc1nccs1 | -3.2% | 2.2% | -3.2% | -0.6% | 29.8% | -4.5% | 2.1% | -4.9% | -0.1% | -13.4%
CCN(c1ccccc1)S(=O)(=O)c1cc(NC(=O)COC(=O)C2CC2)ccc1Cl | -1.0% | 8.4% | -5.8% | -0.8% | -0.3% | -7.9% | 0.6% | -7.2% | -5.4% | ?
O=C(Cc1ccccc1)Nc1c[nH]c(=O)[nH]c1=O | 1.9% | -8.1% | -0.4% | 5.5% | ? | -2.4% | -0.2% | -12.6% | -3.2% | -0.1%
CC(NC(=O)C(=O)c1cn(CC(=O)N2CCOCC2)c2ccccc12)c1ccccc1 (stereo unspecified) | -5.7% | 5.5% | -0.5% | -1.1% | -2.5% | -3.5% | 1.3% | 9.4% | 2.0% | 4.5%
O=C(Cn1cccc1C(=O)c1ccccc1)NCCCN1CCc2ccccc2C1 | 0.0% | -0.7% | 12.9% | -7.2% | 1.9% | -1.1% | 17.3% | -2.7% | -2.8% | -3.2%
Cc1ccc(NC(=O)Cc2nnc(SCC(=O)NC3=NCCS3)n2C)cc1 | ? | 1.9% | 4.2% | 0.0% | -0.6% | 0.1% | -0.4% | -13.0% | -0.6% | -17.5%
N/C(COc1ncn(-c2ccccc2)n1)=N\S(=O)(=O)c1ccc(Cl)cc1Cl | 0.8% | 5.4% | -2.9% | -9.5% | 11.0% | -0.6% | 6.1% | 10.6% | -7.8% | 9.5%
CC(NC(=O)CN(c1ccccc1F)S(C)(=O)=O)c1ccccc1 (stereo unspecified) | 1.0% | -1.7% | . | -1.5% | -48.9% | -4.2% | 3.5% | -7.4% | -2.2% | 7.3%
CC1CCCCN1C(=O)CSc1nc(C2CC2)nc2ccccc12 (stereo unspecified) | 3.1% | 5.3% | 5.2% | 5.4% | 1.7% | -6.1% | -5.0% | 1.3% | -29.8% | -30.9%
CN1CCN(NC(=O)COc2cccc(C(F)(F)F)c2)CC1 | 0.6% | . | -2.3% | 2.8% | -1.7% | 0.2% | 5.4% | -1.9% | 0.1% | 12.2%
Cc1ccc(C)c(NC(=O)C(NCC(C)(C)N2CCOCC2)c2ccccc2)c1 (stereo unspecified) | -2.2% | -18.5% | 0.6% | 2.5% | -3.0% | -1.3% | -6.9% | -3.7% | 1.9% | -22.1%
Cc1cc(C)n2nc(C(=O)Nc3ccccc3N3CCOCC3)nc2n1 | -0.2% | 7.5% | 2.1% | -16.9% | 4.8% | 0.3% | . | -2.6% | 2.2% | .
CCOc1ccccc1N=c1oc2cc(O)ccc2cc1C(=O)NCC1CCCO1 (stereo unspecified) | 2.9% | ? | -1.1% | -2.1% | ? | -1.7% | . | ? | 1.0% | 7.0%
COc1ccc(O)c(C=Nc2cc(C)on2)c1 | -0.6% | -4.3% | -0.1% | -7.6% | -0.3% | -4.3% | . | -2.1% | 0.1% | -0.4%
CCC(C)(C)NC(=O)C(OC(=O)c1ccco1)c1ccccc1OC (stereo unspecified) | 5.3% | 4.8% | 1.3% | -5.3% | 26.4% | 0.8% | 0.2% | -0.8% | 0.2% | -12.9%
CC(C)(C)c1cc[n+](-c2nc([O-])sc2C=O)cc1 | 2.5% | ? | 1.2% | -7.4% | -15.4% | -2.2% | 6.0% | -4.5% | 1.7% | -19.2%
Cc1ccc(C(=O)C2=C(O)C(=O)N(c3ncccn3)C2c2ccc(Cl)cc2)o1 (stereo unspecified) | -0.6% | 55.7%[activator] | 10.0% | 6.6% | 18.3% | -0.2% | -5.7% | -3.7% | -1.2% | -32.1%
O=C(NCc1ccccc1)C1(C(F)(F)F)C/C(=C/CCO)CCCO1 (stereo unspecified) | . | . | . | . | 4.9% | . | -0.6% | -0.9% | . | 8.8%
CCCC(=O)Nc1ccc(Br)cn1 | -4.4% | -25.8% | 3.2% | 24.1% | 4.5% | 0.4% | 1.6% | -0.2% | -6.5% | 16.8%
CCOc1ccc(-c2cc(N)n(S(=O)(=O)c3cccc4nsnc34)n2)cc1 | 2.5% | ? | -4.4% | -1.0% | 36.5% | -0.1% | -1.5% | 7.1% | -3.7% | -21.3%
COc1ccc(NC(=O)N(C2CCCCC2)C(C)c2ccco2)c(OC)c1 (stereo unspecified) | 2.2% | 0.0% | -4.6% | -1.1% | -2.4% | -3.8% | 2.4% | 0.8% | -2.3% | -1.5%
c1cncc(C(c2nnnn2C2CCCC2)N2CCN(Cc3ccc4c(c3)OCO4)CC2)c1 (stereo unspecified) | 1.2% | -22.0% | -8.8% | -6.0% | 12.3% | -5.2% | -6.4% | 1.9% | 0.4% | 0.3%
